CHT block: human CHT choline transport inhibition. CHT-expressing cells, membrane potential dye, choline response; stronger effect = lower value. actives 0.86% (n = 310,000). B-score at 10 µM. Q9GZV3;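 active = B-score over 3 SD under the library average, and starting fluorescence ratio not unusually high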;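 also: choline stimulus applied at its EC90 after an EC20 pre-addition; B-score computed on integrated fluorescence ratio after choline addition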
Target sequence (Q9GZV3 whole entry, looked up): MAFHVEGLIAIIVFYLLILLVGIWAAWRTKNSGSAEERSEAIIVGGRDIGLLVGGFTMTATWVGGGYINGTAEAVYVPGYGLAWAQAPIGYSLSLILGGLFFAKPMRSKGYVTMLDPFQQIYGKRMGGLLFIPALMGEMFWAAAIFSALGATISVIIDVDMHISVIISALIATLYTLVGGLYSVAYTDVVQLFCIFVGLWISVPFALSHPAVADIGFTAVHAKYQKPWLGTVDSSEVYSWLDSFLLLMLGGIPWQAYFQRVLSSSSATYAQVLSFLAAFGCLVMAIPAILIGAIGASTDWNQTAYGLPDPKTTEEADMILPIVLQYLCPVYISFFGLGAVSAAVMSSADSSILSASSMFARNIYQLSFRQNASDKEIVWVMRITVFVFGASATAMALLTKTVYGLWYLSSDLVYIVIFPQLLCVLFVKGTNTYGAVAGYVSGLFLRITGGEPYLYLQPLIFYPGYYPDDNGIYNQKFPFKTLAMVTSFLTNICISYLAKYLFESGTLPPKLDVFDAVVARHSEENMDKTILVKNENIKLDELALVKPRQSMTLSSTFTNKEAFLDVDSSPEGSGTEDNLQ
KCNQ2 inh: KCNQ2 channel blockers in CHO-K1 cells – cell-based, FluxOR thallium flux, B-score, primary screen (AID 2156) | 20 min; stronger effect = lower value | B-score at 10 µM | actives 1.1% (n = 310,000);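 active = fluorescence ratio B-score at most minus 3 library SDs, with starting brightness B-score within 2 library SDs, cut at about -5.5 in these data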
The depositor's hits bear a star; i = inactive; x = not tested or not shown. The order is random. Share with any hit: about 1.9%.

| KCNQ2 inh | CHT block | Compound |
| --- | --- | --- |
| i | i | COc1cc(C(=O)NCc2nnc(SCC(=O)Nc3cc(C)on3)o2)cc(OC)c1OC |
| i | i | COc1ccc(OC)c(C2=NO[C@@](CC(=O)O)(C(=O)Nc3ccc4c(c3)OCCO4)C2)c1 |
| i | i | COc1cccc(NC(=O)C2CCCN2C(=O)Nc2ccccc2)c1 (configuration not stated) |
| i | i | O=C1CN(C(=O)CN2C(=O)NC3(CCCCC3)C2=O)c2ccccc2N1 |
| i | i | Cc1cccc(C)c1NC(=O)COC(=O)Cc1ccsc1 |
| i | i | CCC(Oc1ccccc1)C(=O)NC1CCCCCC1 (configuration not stated) |
| i | i | c1ccc(-c2nc(NCc3ccco3)c3ccccc3n2)nc1 |
| i | i | COc1ccc(NS(=O)(=O)c2ccc(N3CCCC3=O)cc2)cn1 |
| i | i | O=C(CNC(=S)N(Cc1ccccc1F)C1CCCCC1)NCC1CCCO1 (configuration not stated) |
| i | -7.1* | CCOC(=O)C1(Cc2ccc(OC)cc2)CCN(C(=O)c2cncs2)CC1 |
| i | i | Cc1n[nH]c(C)c1S(=O)(=O)Nc1ccc2c(c1)OCCO2 |
| i | i | NS(=O)(=O)c1ccc(Nc2ccc([N+](=O)[O-])c3nonc23)cc1 |
| i | i | NCCCCCc1nnc(SCc2ccc(Cl)cc2Cl)o1 |
| i | i | COc1cc(C2NC(=S)NC3=C2C(=O)CCC3)ccc1O (configuration not stated) |
| i | i | COc1ccc(OC)c(NC(=O)NNC(=O)COc2ccc(F)cc2F)c1 |
| i | i | CC(C)C(=O)Nc1ccccc1-c1nc2ccccc2[nH]c1=O |
| i | i | CCOC(=O)C1CCCN(C(=O)c2cc(S(=O)(=O)N(C)C)ccc2N2CCCC2)C1 (configuration not stated) |
| i | i | Cc1cc(NC(=O)CSc2nnc(Nc3ccccc3C)s2)no1 |
| i | i | CSc1cccc(NC(=O)CSc2nc3ccccc3o2)c1 |
| i | i | Cc1ccc2[nH]c(=O)c(CN3CCCCC3)c(-c3ccccc3)c2c1 |
| i | i | CCOc1ccc2[nH]c(C)c(CN3CCCCCC3)c(=O)c2c1 |
| i | i | CCOc1ccccc1-c1nc(-c2ccc(NC(=O)c3ccc(Br)o3)cc2)no1 |
| i | i | CN(C1CCCCC1)S(=O)(=O)c1ccc2c(c1)c(=O)c(C(=O)NCCN1CCCC1)cn2C |
| i | i | CCOC(=O)Cc1nnc2c(Nc3ccc(Cl)cc3)nc3nonc3n12 |
| i | i | COc1cc(C)c(Cl)cc1S(=O)(=O)n1cnc2ccccc21 |
| i | i | O=C(COC(=O)CN1C(=O)NC2(CCCC2)C1=O)Nc1ccccc1C(F)(F)F |
| i | i | Cc1cccnc1CCNC(=O)c1ccc(OC2CCN(Cc3ccccn3)CC2)cc1 |
| i | i | C=C(C)C(C)(C#CCN1CCCC1)OC(C)=O (configuration not stated) |
| i | i | CC(=O)c1ccc(N2C(=NC(=O)C3CCCO3)SC3CS(=O)(=O)CC32)cc1 (configuration not stated) |
| i | i | O=C(Cc1ccc([N+](=O)[O-])cc1)N1N=C(C2CC2)CC1(O)C(F)(F)F (configuration not stated) |
| i | i | COc1cccc(NC(=O)C2C(c3ccccc3)C2(Cl)Cl)c1 (configuration not stated) |
| i | i | COc1ccc(OC2OC3COC(c4ccco4)OC3C(O)C2NC(C)=O)cc1 (configuration not stated) |
| i | i | O=C(NC1CCCC1)C(c1ccccc1)N(C(=O)c1csnn1)C1CCCC1 (configuration not stated) |
| i | i | C[C@@H]1CN=C2N(CCNC(=O)CCC3CCCCC3)[C@H](Cc3ccc(O)cc3)CN21 |
| i | i | CCOc1ccc(NC(=O)N(C2CCCCCC2)C2CCN(C(C)=O)CC2)cc1 |
| i | i | CCOc1cccc2cc(-c3csc(NC(=O)CCC(=O)N4CCC(C)CC4)n3)c(=O)oc12 |
| i | i | CCN(C(=O)CN1C(=O)COc2ccc(S(=O)(=O)N3CCOCC3)cc21)c1ccc(OC)cc1 |
| i | i | COc1ccc2cc(S(=O)(=O)n3cnc(C)c3)ccc2c1 |
| i | i | O=C(/C=C/c1ccccc1)N1CCC[C@H]1CO |
| i | i | O=C(NCCc1c[nH]c2ccccc12)C(F)(F)C(F)F |
| i | i | Cc1ccc(CNC(=O)c2cc3c(C)nc4ccccc4c3o2)cc1 |
| i | i | NC(=O)C1CCN(C(=O)c2ccc(C(F)(F)F)cc2)CC1 |
| i | i | O=c1[nH]c2ccc(Cl)cc2c(-c2ccccc2)c1[N+](=O)[O-] |
| i | i | CCCOc1ccc(-c2nc[nH]c2[N+](=O)[O-])cc1 |
| i | i | Cc1ccc(CNC(=O)c2cnccn2)cc1 |
| i | i | N#C/C(=N/Nc1ccccc1F)C(=N)N1CCOCC1 |
| i | i | O=C(Cc1ccc(Cl)c(Cl)c1)Nc1ccccc1N1CCOCC1 |
| i | i | CC(C)(C)N(Cc1ccccc1)C(=O)COC(=O)Cn1cnc2ccccc2c1=O |
| i | i | CCCSc1ccc([C@H]2N[C@@](C)(C(=O)OC)[C@H]3C(=O)N(C)C(=O)[C@@H]23)cc1 |
| i | x | CCOc1ccc2nc(N3C(=O)/C(=C/c4ccc(Cl)cc4)NC3=S)sc2c1 |

Five entries out of the list, sorted by count of non-hydrogen atoms, ascending:
| KCNQ2 inh | CHT block | Compound |
| --- | --- | --- |
| i | i | N#C/C(=N/Nc1ccccc1F)C(=N)N1CCOCC1 |
| i | i | O=c1[nH]c2ccc(Cl)cc2c(-c2ccccc2)c1[N+](=O)[O-] |
| i | i | Cc1ccc(CNC(=O)c2cc3c(C)nc4ccccc4c3o2)cc1 |
| i | i | CCCSc1ccc([C@H]2N[C@@](C)(C(=O)OC)[C@H]3C(=O)N(C)C(=O)[C@@H]23)cc1 |
| i | x | CCOc1ccc2nc(N3C(=O)/C(=C/c4ccc(Cl)cc4)NC3=S)sc2c1 |

Carrying on.
| KCNQ2 inh | CHT block | Compound |
| --- | --- | --- |
| i | i | O=C(N/N=C/c1ccc(O)c(Br)c1)c1cc2c(ccc3ccccc32)o1 |
| i | i | O=C(CN(Cc1ccco1)C(=O)c1ccccc1)Nc1ccc(Cl)c(Cl)c1 |
| i | i | O=C(CNC(=O)c1ccco1)N/N=C/c1ccccc1[N+](=O)[O-] |
| i | i | Cc1cccc(Nc2nc(N)c([N+](=O)[O-])c(NCCO)n2)c1 |
| i | i | Cc1cccc(C)c1NC(=O)C(C)N (configuration not stated) |
| i | i | CC(C)(C)NC(=O)C(c1ccc(O)cc1)N(C(=O)CCC(=O)Nc1nccs1)c1ccc(F)cc1 (configuration not stated) |
| i | i | O=S(=O)(c1ccc2c(c1)OCCO2)N1CCNCC1 |
| i | i | c1coc(CNc2ncnc3[nH]ncc23)c1 |
| i | i | COC(=O)c1ccccc1N(C)S(C)(=O)=O |
| i | i | O=C1CC(=O)Nc2cc(S(=O)(=O)N3CCOc4ccc(Cl)cc43)ccc2N1 |
| i | i | O=C(Nc1ccc(S(=O)(=O)N2CCOCC2)cc1)c1cc(-c2cc(Cl)ccc2O)n[nH]1 |
| i | i | C=CCN1C(=O)C2C(C(=O)NCc3ccccc3)C3C=CC2(O3)C1C(=O)NC(C)(C)C (configuration not stated) |
| i | i | Cc1cc(C)nc(SCC(=O)Nc2ccccc2[N+](=O)[O-])n1 |
| i | i | O=C(Nc1ccc(C(=O)N2CCOCC2)cc1)c1cnn2c(C(F)F)cc(-c3ccccc3)nc12 |
| i | i | C/C(=N\NC(=O)c1nnn(-c2nonc2N)c1CN1CCc2ccccc21)c1ccccc1O |
| i | i | COc1ccc2nc3sc(C(=O)NCc4cccs4)c(N)c3cc2c1 |
| i | i | CN(C)S(=O)(=O)c1cccc(NC(=S)N/N=C/c2cc(Br)ccc2O)c1 |
| i | i | COc1cccc(CNC(=O)CCC2CCCN(C(=O)C3CCOCC3)C2)c1 (configuration not stated) |
| i | i | CCOc1ccc(C(C)=O)cc1COC(=O)CN1C(=O)NC2(CCCC2)C1=O |
| i | i | O=C(CCNC(=O)c1ccccc1)Oc1ccc([N+](=O)[O-])cc1 |
| i | i | COc1ccc(C2(CNC(=O)Cc3ccc(OC)c(OC)c3)CCOCC2)cc1 |
| i | i | COc1ccc(C(C)=O)cc1COc1nc(C)nc2ccccc12 |
| i | i | Cc1ccc(C(=O)Nc2cc(Cl)ccc2OC(=O)c2ccc(C)cc2)cc1 |
| i | i | O=C1Cc2ccccc2Sc2ccccc21 |
| i | i | CC1=NN(Cc2ccccc2)C(=O)C1 |
| i | i | COc1ccc(NC(=O)C2CCC(C)(C(=O)O)C2(C)C)cc1 (configuration not stated) |
| i | i | Cc1ccc2nc(NC(=O)CCn3cccc3)sc2c1 |
| i | i | CC(CN1CCOCC1)OC(=O)COc1ccc(F)cc1 (configuration not stated) |
| i | i | O=C1C=C(O)CC(c2ccco2)C1 (configuration not stated) |
| i | i | O=C(CCSc1ccc(Cl)cc1)c1ccco1 |
| i | i | COc1ccc(CCNC(=O)c2c(C)nc3ccccn23)cc1OC |
| i | i | COc1ccc(Nc2cc(C(=O)NCCCOC(C)C)c3ccccc3n2)c(OC)c1 |
| i | i | CCO[C@@H]1OC(C(=O)N2CCN(C)CC2)=C[C@H](c2csc3ccccc23)[C@H]1CCCO |
| i | i | CCOC(=O)CN1CC23C=CC(O2)C(C(=O)Nc2ccc(OCC)cc2)C3C1=O (configuration not stated) |
| i | i | O=S1(=O)C[C@@H](O)[C@@H](Nc2ccc(Cl)cc2)C1 |
| i | i | COCCNC(=O)CN(Cc1cccs1)C(=O)CCC(=O)Nc1nccs1 |
| i | i | O=C(c1ccc(F)cc1)C1CCN(S(=O)(=O)c2ccccc2)CC1 |
| i | i | FC(F)Oc1ccc(NC(=S)Nn2cnnc2)cc1 |
| i | i | Cc1cc(C(=O)OCC(=O)Nc2cccnc2Cl)c2ccccc2n1 |
| i | i | COc1ccc(CCNc2ccc(N3C(=O)CC(C)C3=O)cc2[N+](=O)[O-])cc1 (configuration not stated) |
| i | i | O=C(Cn1nnc(-c2ccccc2NC(=O)c2ccccc2F)n1)NC1CCCC1 |
| i | i | Cc1csc(C(=O)O)c1NC(=O)c1ccc(F)cc1 |
| i | i | CSCC[C@H](NC(=O)OC(C)(C)C)C(=O)N/N=C/c1ccc2nccnc2c1 |
| i | i | CC(=O)Nc1ccc(NC(=O)COc2ncnc3ccccc23)cc1 |
| i | i | O=C(CN1C(=O)CCC1=O)NC(=O)NC1CCCC1 |
| i | i | CCC(CO)Nc1ccc(-c2nn(C)c(=O)c3ccccc23)cc1[N+](=O)[O-] (configuration not stated) |
| i | i | CN1CCN(S(=O)(=O)c2ccc3c(c2)oc(=O)n3C)CC1 |
| i | i | O=C(NC1CCCCC1)c1ccccc1NC(=O)C1CC1 |
| i | i | Clc1ccc(CCNc2nc3ccccc3s2)cc1 |
| i | i | Clc1ccc(-c2nnc3sc(Cc4cccs4)nn23)cc1 |

The results go on.
| KCNQ2 inh | CHT block | Compound |
| --- | --- | --- |
| i | i | O=C(CN(C(=O)CCC(=O)Nc1ccccn1)C1CCCC1)NCc1ccc(F)cc1 |
| i | i | CCc1nnc(NS(=O)(=O)c2ccc(NC(=O)c3ccccc3C)cc2)s1 |
| i | i | CCOC(=O)N1CCN(C(=O)/C(=C\c2ccc(SC)cc2)NC(=O)c2ccccc2)CC1 |
| i | i | CCN1c2ccccc2-c2nc3ccccc3n2C1c1ccccn1 (configuration not stated) |
| i | i | O=C(COc1ccccc1)N1CCN(C(=O)c2ccc([N+](=O)[O-])cc2)CC1 |
| i | i | C=CCOc1ccc(/C(O)=C2\C(=O)C(=O)N(CCN(C)C)C2c2cccs2)cc1 (configuration not stated) |
| i | i | COC(=O)c1sccc1-c1ccc(/C=N/OCc2c(Cl)cccc2Cl)o1 |
| i | i | COc1ccc(/C=C(\C#N)C(=O)NCc2ccccc2)cc1O |
| i | i | CCN(CC)C(=O)CCc1nc2sc3c(c2c(=O)[nH]1)CCCC3 |
| i | i | CN(Cc1nc(Cc2cccc(F)c2)no1)CC1COCCO1 (configuration not stated) |
| i | i | O=C(c1cccc(S(=O)(=O)N2CCCC2)c1)N1CCCC(C(F)(F)F)C1 (configuration not stated) |
| i | i | CCOC(=O)Nc1ccc2c(CN3CCC(C(=O)OC)CC3)cc(=O)oc2c1 |
| i | i | Cc1ccc(NCCC(=O)c2ccc(Cl)cc2)cc1 |
| i | i | CCOC(=O)Cn1c(=O)oc2cc(S(=O)(=O)Nc3ccc(F)cc3)ccc21 |
| i | i | CCc1nnc(N/N=C/c2cc(Br)c(O)cc2O)n1N |
| i | i | CCN(Cc1ccccc1)C(=O)C1CCN(Cc2sccc2C)CC1 |
| i | i | O=C(N/N=C/C=C/c1ccccc1[N+](=O)[O-])c1cccnc1 |
| i | i | CC1=N/C(=C\c2ccc(OC(C)C)cc2)C(=O)N1c1ccc(C(=O)O)cc1 |
| i | i | CCN(CC)c1ccc(/C=N/N2C(=O)c3ccccc3C2=O)c(O)c1 |
| i | i | Cc1cccc(OCC(=O)N/N=C/C=C/c2ccco2)c1 |
| i | i | CCCC(=O)Nc1ccc2nc(SCC(=O)Nc3ccc(N4CCOCC4)c(Cl)c3)sc2c1 |
| i | i | Cc1nc(-c2cccc(NS(=O)(=O)c3cccc4ccccc34)c2)cs1 |
| i | i | Nc1ncc(-c2ccccc2)c(-c2ccc(OCc3ccccc3)cc2O)n1 |
| i | i | COc1cc(/C=N/Nc2nc3ccccc3[nH]2)cc(Br)c1OCC(=O)N(C)C |
| i | i | CCC(C(=O)O)N1C(=O)c2ccccc2C1=O (configuration not stated) |
| i | i | O=C(CC(=O)c1ccccc1)Nc1cc([N+](=O)[O-])ccc1Cl |
| i | i | Cc1cc(C(=O)N/N=C/c2ccc(C)o2)c2ccccc2n1 |

Structural class: those above containing a COOH group.
| KCNQ2 inh | CHT block | Compound |
| --- | --- | --- |
| i | i | COc1ccc(OC)c(C2=NO[C@@](CC(=O)O)(C(=O)Nc3ccc4c(c3)OCCO4)C2)c1 |
| i | i | COc1ccc(NC(=O)C2CCC(C)(C(=O)O)C2(C)C)cc1 (configuration not stated) |
| i | i | Cc1csc(C(=O)O)c1NC(=O)c1ccc(F)cc1 |
| i | i | CC1=N/C(=C\c2ccc(OC(C)C)cc2)C(=O)N1c1ccc(C(=O)O)cc1 |
| i | i | CCC(C(=O)O)N1C(=O)c2ccccc2C1=O (configuration not stated) |
